PABP1 MLLE inh = inhibitors of PABP1 MLLE–PAM2 peptide binding, primary screen, biochemical, fluorescence polarization, FITC-PAM2, GST-MLLE; hit rate 0.36% among 360,000; Polyadenylate-binding protein 1 (Homo sapiens), P11940; inhibition, % at 20 µM; AID 588489, 2011; in the data active = inhibition above about 35%, passing the limit was not always enough;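 note: plate controls were DMSO wells with GST-MLLE for no effect and wells lacking GST-MLLE protein for full effect; some results filed as inactive read as strong as hits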
Target sequence (P11940 whole entry, looked up): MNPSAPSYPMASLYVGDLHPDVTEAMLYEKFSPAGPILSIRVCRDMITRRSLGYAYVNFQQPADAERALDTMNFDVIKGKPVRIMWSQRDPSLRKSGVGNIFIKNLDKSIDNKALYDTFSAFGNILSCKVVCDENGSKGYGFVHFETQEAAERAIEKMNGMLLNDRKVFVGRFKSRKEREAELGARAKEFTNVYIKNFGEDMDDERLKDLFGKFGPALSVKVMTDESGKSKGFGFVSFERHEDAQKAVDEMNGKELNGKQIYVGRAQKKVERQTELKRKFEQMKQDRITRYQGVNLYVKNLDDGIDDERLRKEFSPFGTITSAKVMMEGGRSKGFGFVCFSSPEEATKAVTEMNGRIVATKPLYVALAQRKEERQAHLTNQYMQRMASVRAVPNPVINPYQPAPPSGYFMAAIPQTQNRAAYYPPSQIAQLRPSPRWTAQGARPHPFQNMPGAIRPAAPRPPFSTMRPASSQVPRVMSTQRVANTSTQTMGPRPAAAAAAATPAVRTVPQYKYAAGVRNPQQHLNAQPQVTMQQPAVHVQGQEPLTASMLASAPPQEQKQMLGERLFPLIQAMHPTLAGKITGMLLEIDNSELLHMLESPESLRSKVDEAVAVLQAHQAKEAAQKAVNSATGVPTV
bovine MsrA act = bovine MsrA enzyme activators, primary screen, biochemical, absorbance, HTS; Methionine sulfoxide reductase A (Bos taurus); purified bovine MsrA, absorbance read-out; activation, % at 10.6 µM; hit rate 0.3% among 360,000; in the data active = activation above about 7.5%;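 note: 0% = vehicle and 100% = reference activator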
Tb MetRS inh = T. brucei MetRS inhibitors, primary screen, biochemical, luminescence. methionyl-tRNA synthetase (Trypanosoma brucei brucei). purified T. brucei MetRS, ATP depletion, Kinase-Glo luminescence. inhibition, % at 11.9 µM. hit rate 0.4% among 360,000. AID 624268, 2012;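 active = inhibition above a per-plate cutoff of the control wells' mean inhibition plus 3 SD, cut at about 5.5% in these data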;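 note: 0% = DMSO wells median and 100% = median of wells with control inhibitor compound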
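technique = Kinase-Glo luminescence, ATP depletion format | system = purified MetRS (methionyl-tRNA synthetase) enzyme from Trypanosoma brucei | timing = 15 min preincubation, 2 h reaction, all 25 °C | evaluation = percent inhibition versus plate control medians | dosing = single dose, 11.9 µM final nominal, 0.9% final DMSO | also added = substrates ATP, L-methionine and bulk Escherichia coli tRNA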
CendR NRP1 mod = modulators of CendR peptide binding to NRP-1, primary screen, biochemical, fluorescence polarization, uHTS; FAM-RPARPAR peptide binding to NRP-1; inhibition, % at 25 µM; hit rate 0.85% among 360,000;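 active = inhibition or corrected inhibition above about 18%, plus a signal ratio from 0.5 to 1.5, limit read from the data, passing the limit was not always enough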; note: strong numbers were not always called active
MsrA inh = bovine MsrA enzyme inhibitors, primary screen, biochemical, absorbance, HTS; Methionine sulfoxide reductase A (Bos taurus); purified bovine MsrA, absorbance read-out; inhibition, % at 15.5 µM; hit rate 0.75% among 360,000; AID 651718, 2012; in the data active = inhibition above about 4.5%;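 note: 0% = vehicle wells with enzyme and 100% = reference inhibitor wells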
FAS-TE inh = FAS thioesterase domain inhibitors, primary screen, biochemical, fluorescence intensity, uHTS; Fatty acid synthase (Homo sapiens), P49327; recombinant FAS-TE, OMFH fluorogenic substrate, fluorescence endpoint; inhibition, % at 15 µM; hit rate 0.67% among 360,000; AID 602261, 2012;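 active = compounds whose normalised, plate-corrected inhibition of enzyme fluorescence in the single-dose primary screen is 50% or more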;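 note: 0% = DMSO with enzyme and 100% = substrate without enzyme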
MT1-MMP act inh = blockers of MT1-MMP proenzyme processing, primary screen, HT1080 RFP-PRO-GFP cells, GFP/RFP fluorescence; Matrix metalloproteinase-14 (Homo sapiens), P50281; GFP/RFP ratio fluorescence, overnight; percent of plate control window, DMSO zero; GFP/RFP ratio change, % at 20 µM; hit rate 0.061% among 360,000;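 active = GFP/RFP ratio change of at least 30% with cell ATP level not reduced by more than half and red fluorescence within 50% of control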; note: strong numbers were not always called active
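system = RFP-PRO-GFP reporter HT1080 cells | dosing = 20 µM single dose, 1% DMSO | timing = overnight cell settling, then overnight compound exposure, 37 °C, 5% CO2 | read-out basis = GFP/RFP fluorescence ratio | controls = DMSO and RFP-L50D-GFP cell wells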
SKN-1 block = suppressors of acrylamide-induced Pgst-4::GFP reporter in worms, primary screen, SKN-1 inhibitor project, whole organism, uHTS, GFP/RFP fluorescence ratio, strain VP596 | C. elegans VP596 Pgst-4::GFP/RFP ratio, 24 h | inhibition, % at 21.8 µM | hit rate 0.49% among 360,000 | AID 624304, 2012;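 active = interference check ratio from 0.5 to 1.5 plus GFP to RFP signal ratio inhibition reaching or exceeding a fixed threshold, cut at about 30% in these data, passing the limit was not always enough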; note: some compounds called inactive have numbers as strong as hits
E coli Lon inh = inhibitors of E. coli Lon protease, primary screen, biochemical, fluorescence polarization | P0A9M0 | purified E. coli Lon protease | inhibition, % at 7.94 µM | hit rate 0.42% among 360,000; in the data active = inhibition above about 13%, passing the limit was not always enough;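 note: 0% = enzyme with probe and DMSO and 100% = no enzyme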
An asterisk follows results filed as active.

Preview:
How did CCC(C)c1ccccc1N1CC(C(=O)Nc2ccc(S(=O)(=O)N3CCOCC3)cc2)CC1=O (stereo unspecified) do in these assays?
PABP1 MLLE inh: 12; bovine MsrA act: -9; Tb MetRS inh: -0.6; CendR NRP1 mod: 0; MsrA inh: 0.5; FAS-TE inh: -1; MT1-MMP act inh: 0; SKN-1 block: -11; E coli Lon inh: -6

Results for CCCCc1c(-c2ccccc2OC)ncn1CCc1cccc(OC)c1 ?
bovine MsrA act: -7; Tb MetRS inh: 9.9*; CendR NRP1 mod: 5; MsrA inh: 1.1; FAS-TE inh: 10; MT1-MMP act inh: -4; SKN-1 block: -3; E coli Lon inh: 1

How did COc1ccc(C(=O)NNC(=S)NC(=O)/C=C/c2cccs2)cc1 do in these assays?
PABP1 MLLE inh: 6; bovine MsrA act: -1; Tb MetRS inh: 1.0; CendR NRP1 mod: -2; MsrA inh: 1.1; FAS-TE inh: 1; MT1-MMP act inh: -10; SKN-1 block: -2; E coli Lon inh: -4

Results, from the first entry:
How did CCC(C)c1ccccc1N1CC(C(=O)Nc2ccc(S(=O)(=O)N3CCOCC3)cc2)CC1=O (stereo unspecified) do in these assays?
PABP1 MLLE inh: 12; bovine MsrA act: -9; Tb MetRS inh: -0.6; CendR NRP1 mod: 0; MsrA inh: 0.5; FAS-TE inh: -1; MT1-MMP act inh: 0; SKN-1 block: -11; E coli Lon inh: -6

Results for CCCCc1c(-c2ccccc2OC)ncn1CCc1cccc(OC)c1 ?
bovine MsrA act: -7; Tb MetRS inh: 9.9*; CendR NRP1 mod: 5; MsrA inh: 1.1; FAS-TE inh: 10; MT1-MMP act inh: -4; SKN-1 block: -3; E coli Lon inh: 1

How did COc1ccc(C(=O)NNC(=S)NC(=O)/C=C/c2cccs2)cc1 do in these assays?
PABP1 MLLE inh: 6; bovine MsrA act: -1; Tb MetRS inh: 1.0; CendR NRP1 mod: -2; MsrA inh: 1.1; FAS-TE inh: 1; MT1-MMP act inh: -10; SKN-1 block: -2; E coli Lon inh: -4

How did Cc1ccc(NC(=O)c2ccccc2Br)cc1S(=O)(=O)N(C)C do in these assays?
PABP1 MLLE inh: 2; bovine MsrA act: -1; Tb MetRS inh: -0.1; CendR NRP1 mod: -7; MsrA inh: 1.0; FAS-TE inh: 4; MT1-MMP act inh: -3; SKN-1 block: 7; E coli Lon inh: 3

How did COc1ccc(C(C)(C)NC(=O)C2CCC(=O)N(C3CC3)C2)cc1OC (stereo unspecified) do in these assays?
PABP1 MLLE inh: -14; bovine MsrA act: -4; Tb MetRS inh: -0.1; CendR NRP1 mod: 11; MsrA inh: -2.0; FAS-TE inh: -8; MT1-MMP act inh: 1; SKN-1 block: -22; E coli Lon inh: -8

Results for COc1ccc(CCNC(=O)C(=O)NCC2OCCN2S(=O)(=O)c2cccs2)cc1OC (stereo unspecified) ?
PABP1 MLLE inh: 7; bovine MsrA act: 0; Tb MetRS inh: -0.4; CendR NRP1 mod: 8; MsrA inh: 0.8; FAS-TE inh: -1; MT1-MMP act inh: 0; SKN-1 block: -4; E coli Lon inh: -11

Results for CNc1cc(C(=O)Nc2cccc(OCc3ccccc3)c2)ncn1 ?
PABP1 MLLE inh: -11; bovine MsrA act: 0; Tb MetRS inh: -0.2; CendR NRP1 mod: -9; MsrA inh: 0.2; FAS-TE inh: 3; MT1-MMP act inh: 2; SKN-1 block: 0; E coli Lon inh: -2

Results for COc1ccc(NC(=O)c2oc3ccccc3c2CSC)cn1 ?
PABP1 MLLE inh: 9; bovine MsrA act: -5; Tb MetRS inh: -0.8; CendR NRP1 mod: -6; MsrA inh: 1.4; FAS-TE inh: 10; MT1-MMP act inh: -1; SKN-1 block: -13; E coli Lon inh: -5

How did CCOC(=O)C1=C(COC(=O)CCc2ccc(F)cc2)NC(=O)NC1C (stereo unspecified) do in these assays?
PABP1 MLLE inh: 4; bovine MsrA act: 3; Tb MetRS inh: -0.2; CendR NRP1 mod: 0; MsrA inh: 0.8; FAS-TE inh: -3; MT1-MMP act inh: 4; SKN-1 block: -8; E coli Lon inh: -3

What do the screens show for `O=C(c1ccc([N+](=O)[O-])s1)N1CCN(c2ncccn2)CC1`?
PABP1 MLLE inh: 4; bovine MsrA act: 1; Tb MetRS inh: -0.2; CendR NRP1 mod: -8; MsrA inh: 2.4; FAS-TE inh: -2; MT1-MMP act inh: 5; SKN-1 block: 6; E coli Lon inh: 4

How did CCOC(=O)C1CCN(Cc2nc3ccccc3c(=O)n2-c2ccc(OCC)cc2)CC1 do in these assays?
PABP1 MLLE inh: 9; bovine MsrA act: -14; Tb MetRS inh: -0.8; CendR NRP1 mod: 6; MsrA inh: 0.2; FAS-TE inh: 6; MT1-MMP act inh: 0; SKN-1 block: 3; E coli Lon inh: 2

How did CCc1nn(C(C)C(=O)NC(C)CCc2ccco2)c(=O)c2cc3occc3n12 (stereo unspecified) do in these assays?
PABP1 MLLE inh: -6; bovine MsrA act: -1; Tb MetRS inh: 0.5; CendR NRP1 mod: -2; FAS-TE inh: 17; MT1-MMP act inh: 7; SKN-1 block: 20; E coli Lon inh: -12

Results for COc1ccc(S(=O)(=O)Nc2ccccc2C)cc1C(=O)N1CCOCC1 ?
PABP1 MLLE inh: -2; bovine MsrA act: -8; Tb MetRS inh: -0.2; CendR NRP1 mod: 5; MsrA inh: 0.0; FAS-TE inh: -5; MT1-MMP act inh: 1; SKN-1 block: 0; E coli Lon inh: 3

Results for O=C(Cc1ccc(Br)cc1)N1CCCCCC1 ?
PABP1 MLLE inh: -2; bovine MsrA act: -11; Tb MetRS inh: -0.2; CendR NRP1 mod: -1; MsrA inh: 0.7; FAS-TE inh: -8; MT1-MMP act inh: 2; SKN-1 block: 15; E coli Lon inh: 4

Results for Cc1cc(S(=O)(=O)NCc2cccs2)ccc1-n1cnnn1 ?
PABP1 MLLE inh: -16; bovine MsrA act: 1; Tb MetRS inh: 0.3; CendR NRP1 mod: 5; MsrA inh: 1.0; FAS-TE inh: -3; MT1-MMP act inh: -1; SKN-1 block: -3; E coli Lon inh: 2

What do the screens show for `COc1ccc(/C=C(\NC(=O)c2ccccc2)C(=O)NCCN2CCOCC2)cc1`?
PABP1 MLLE inh: 4; bovine MsrA act: -14; Tb MetRS inh: -1.9; CendR NRP1 mod: 16; MsrA inh: 1.4; FAS-TE inh: -4; MT1-MMP act inh: 2; SKN-1 block: -7; E coli Lon inh: 1

How did CN(CC(=O)NCC1CCCCC1)S(=O)(=O)c1ccc(Cl)cc1 do in these assays?
PABP1 MLLE inh: -3; bovine MsrA act: -1; Tb MetRS inh: 0.2; CendR NRP1 mod: 1; MsrA inh: -0.1; FAS-TE inh: -1; MT1-MMP act inh: 1; SKN-1 block: -5; E coli Lon inh: -6

How did O=C(CNS(=O)(=O)c1cccs1)N1CCN(c2ccccc2F)CC1 do in these assays?
PABP1 MLLE inh: -11; bovine MsrA act: -1; Tb MetRS inh: -1.2; CendR NRP1 mod: 5; MsrA inh: -0.7; FAS-TE inh: -6; SKN-1 block: 17; E coli Lon inh: -1

How did Cc1cccc(Nc2nc(-c3ccccc3)cs2)n1 do in these assays?
PABP1 MLLE inh: -5; bovine MsrA act: -5; Tb MetRS inh: 0.4; CendR NRP1 mod: -4; MsrA inh: 1.0; FAS-TE inh: 25; MT1-MMP act inh: -3; SKN-1 block: -8; E coli Lon inh: -2

Results for CCCC1C2C(=O)N(c3cccc(C)c3)C(=O)C2ON1c1ccccc1 (stereo unspecified) ?
PABP1 MLLE inh: -13; bovine MsrA act: -2; Tb MetRS inh: -0.5; CendR NRP1 mod: -2; MsrA inh: -1.3; FAS-TE inh: 6; MT1-MMP act inh: 1; SKN-1 block: 9; E coli Lon inh: 6

Results for COc1cc(/C=C2\NC(=S)N(C)C2=O)ccc1OCc1ccccc1F ?
PABP1 MLLE inh: -127; bovine MsrA act: -11; Tb MetRS inh: -0.1; CendR NRP1 mod: 0; MsrA inh: 1.8; FAS-TE inh: 1; MT1-MMP act inh: -24; SKN-1 block: -5; E coli Lon inh: -2

Results for Cc1ccc(NC(=O)n2ncc3c(C)cccc32)cc1F ?
PABP1 MLLE inh: 3; bovine MsrA act: -4; Tb MetRS inh: -0.5; CendR NRP1 mod: -1; MsrA inh: 0.0; FAS-TE inh: 5; MT1-MMP act inh: -4; SKN-1 block: 7; E coli Lon inh: -2

Results for CCCCn1c(SCC(=O)NCc2ccc3c(c2)OCO3)nnc1C(CC)N(C)C (stereo unspecified) ?
PABP1 MLLE inh: 5; bovine MsrA act: -1; Tb MetRS inh: -0.4; CendR NRP1 mod: 10; MsrA inh: 0.0; FAS-TE inh: -4; MT1-MMP act inh: 1; SKN-1 block: 18; E coli Lon inh: -1

What do the screens show for `COC(=O)c1sc(NC(=O)c2ccco2)c(C#N)c1C`?
PABP1 MLLE inh: 0; bovine MsrA act: 0; Tb MetRS inh: -0.3; CendR NRP1 mod: -11; MsrA inh: 1.0; FAS-TE inh: -8; MT1-MMP act inh: 4; SKN-1 block: 4; E coli Lon inh: -14

Results for COc1ccc(OCC(=O)OCC(=O)NC2CCCCC2C)cc1 (stereo unspecified) ?
PABP1 MLLE inh: -22; bovine MsrA act: -1; Tb MetRS inh: -0.3; CendR NRP1 mod: 1; MsrA inh: -1.3; FAS-TE inh: -7; MT1-MMP act inh: 0; SKN-1 block: -1; E coli Lon inh: 1

What do the screens show for `Cc1c(OCC(=O)N2CCC(C(=O)O)CC2)ccc2c1oc(=O)c1ccccc12`?
PABP1 MLLE inh: 4; bovine MsrA act: -2; Tb MetRS inh: 0.7; CendR NRP1 mod: 2; MsrA inh: 1.3; FAS-TE inh: -5; MT1-MMP act inh: 7; SKN-1 block: 7; E coli Lon inh: 0

What do the screens show for `O=C(/C=C/c1ccc(O)cc1)c1ccccc1`?
PABP1 MLLE inh: -11; bovine MsrA act: -2; Tb MetRS inh: 0.1; CendR NRP1 mod: -5; MsrA inh: 1.6; FAS-TE inh: 1; MT1-MMP act inh: 7; SKN-1 block: 2; E coli Lon inh: -1

How did COc1ccc(NC(=O)Cc2ccc(-c3ccccc3)cc2)cn1 do in these assays?
PABP1 MLLE inh: -3; bovine MsrA act: -6; Tb MetRS inh: -0.5; CendR NRP1 mod: 5; MsrA inh: 0.3; FAS-TE inh: 6; MT1-MMP act inh: -4; SKN-1 block: 3; E coli Lon inh: 3

What do the screens show for `CCCCn1c(SCC(=O)N2CCCC2=O)nc2cc(S(N)(=O)=O)ccc21`?
PABP1 MLLE inh: -54; bovine MsrA act: -4; Tb MetRS inh: -0.3; CendR NRP1 mod: 10; MsrA inh: 0.0; FAS-TE inh: -3; MT1-MMP act inh: -1; SKN-1 block: 0; E coli Lon inh: -10
